Compound activity deposited in PubChem by several laboratories.
XIAP displacement – small molecules displacing peptide from XIAP – biochemical, IAP family, fluorescence polarization (AID 1018). XIAP BIR domain, fluorescence polarization peptide displacement; higher % means a stronger effect. displacement, % at 20 µM, or IC50 in µM where a hit was titrated. actives 0.007% (n = 200,000); in the data active = displacement above about 50%; note: a part of the inactive calls stands beside numbers as strong as those of hits
RSV antiviral HEp-2 – inhibition of RSV-induced cytopathic effect – HEp-2 cells, primary 10 µM value included (AID 2391); HEp-2 cells, RSV-induced CPE inhibition; higher % means a stronger effect; CPE inhibition, % at 10 µM; hits with a dose series show IC50 in µM; actives 0.13% (n = 310,000); in the data active = a potency from the dose series; inconclusive = CPE inhibition mostly from about 23% at the one dose, without a potency; inactive = the rest, 99 in 100 with CPE inhibition below about 21%; note: strong numbers were not always called active
Large T inhibition – SV40 large T antigen inhibitors, biochemical (AID 1903); SV40 large T antigen ATPase/helicase inhibition assay; higher % means a stronger effect; inhibition, % at 20 µM, or IC50 in µM where a hit was titrated; actives 0.39% (n = 310,000); in the data active = a potency from the dose series; inconclusive = inhibition mostly from about 32% at the one dose, without a potency; inactive = the rest, 99 in 100 with inhibition below about 32%; note: strong numbers were not always called active
Yfh1-off respiration – mitochondrial function rescue without frataxin homolog – Friedreich's ataxia, plus single-dose screen, dose response (AID 1465); S. cerevisiae Yfh1-off respiration, WST-1 reduction, 72 h; higher fold induction means a stronger effect; fold induction at 50 µM, or EC50 in µM where a hit was titrated; actives 0.074% (n = 220,000);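 active = fold induction of absorbance versus untreated yeast above a set limit, then at least 30% activation at any dose in follow-up; inconclusive = repeats straddling the limit, or above it without dose testing; inactive = fold induction below the set limit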;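 note: activators that raise dye reduction in frataxin-depleted yeast; strong numbers were not always called active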
UTI89 phage lysis – inhibition of K1F phage lysis, E. coli UTI89, bacterial capsule biogenesis inhibitors, alamar blue (AID 488966). E. coli UTI89 K1F phage lysis, alamar blue, 2 h; higher % means a stronger effect. inhibition, % at 100 µM; hits with a dose series show IC50 in µM. actives 0.02% (n = 340,000);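 active = phage lysis inhibition, versus mean bacterial control, above a set limit; inconclusive = no clear call, values can overlap the other calls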;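 note: capsule biogenesis inhibitors block K1F phage lysis so surviving cells raise fluorescence; higher fluorescence means more inhibition of phage lysis; actives were called in the ten point dose series up to 300 µM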
CSM14.1 death rescue – rescue of cells from ER stress-induced death, primary screen, 384-well, CSM14.1, thapsigargin, ATP luminescence (AID 1222). 190,000 tested, under 10 active. CSM14.1 thapsigargin-induced death rescue, ATP luminescence; higher % means a stronger effect. one-dose cellular ATP content (survival), % at 20 µM; EC50 in µM for titrated hits;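 active = EC50 below 50 µM in the dose-response confirmation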;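 note: death triggered by thapsigargin at about 15 µM added after 2 h compound pretreatment; cell ATP read after overnight thapsigargin exposure of roughly 18 to 22 hours; normalized against plate controls of thapsigargin alone and 5% DMSO vehicle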
NS5 inhibitors – Dengue-2 NS5 methyltransferase inhibitors, primary screen, biochemical, confirmation dose response (AID 588689). one-dose inhibition, % at 25 µM; IC50 in µM for titrated hits. actives 0.3% (n = 340,000). Dengue-2 NS5 methyltransferase capping enzyme assay, biochemical; higher % means a stronger effect; in the data active = a potency from the dose series; inconclusive = inhibition above about 29% without an active follow-up result
WT yeast gro inh – growth inhibition of WT yeast, mitochondrial fusion screen; actives 2.1% (n = 190,000); inhibition, % at 10 µM; mitochondrial fusion phenotypic screen, WT strain; AID 1362; in the data active = inhibition above about 58%; tested in S. cerevisiae
West Nile virus CPE – West Nile virus antiviral activity, cell-based, CPE readout (AID 1621); West Nile virus-infected cells, CPE inhibition; higher % means a stronger effect; one-dose CPE inhibition, % at 10 µM; IC50 in µM for titrated hits; actives 0.02% (n = 290,000); in the data active = a potency from the dose series; inconclusive = CPE inhibition mostly from about 3.7% at the one dose, without a potency; inactive = the rest, 99 in 100 with CPE inhibition below about 2.2%; note: strong numbers were not always called active
WT yeast gro inh mutant strain – further read-out of WT yeast gro inh, marked with its call; inhibition, %; mitochondrial fusion phenotypic screen, mutant strain inhibition
Active calls of the source: *; i = inactive; ? = inconclusive; / = no result given; [ ] = remark or other dose.

SMILES | XIAP displacement | RSV antiviral HEp-2 | Large T inhibition | Yfh1-off respiration | UTI89 phage lysis | CSM14.1 death rescue | NS5 inhibitors | WT yeast gro inh | WT yeast gro inh mutant strain | West Nile virus CPE
Cc1onc(C(=O)NN)c1-c1csc(COc2ccc(Cl)cc2)n1 | / | 2.6% | 7% | i | 0.3% | / | 0% | / | / | -1.1%
CCCN(CC1CC1)S(=O)(=O)c1ccc(-n2cnnn2)c(OC)c1 | -9.0% | -1.1% | 1% | i | -0.9% | -2.0% | -2% | 10 | 18 | -0.4%
CCOC(=O)c1nc(N2CCN(C(=O)OCC)CC2)c2c3c(sc2n1)CCCC3 | 0.5% | 14% | 24% | i | 0.7% | 0.1% | -4% | 0 | -12 | 0.8%
COc1ccc(NC(=O)Nc2ccc(Br)c(C)c2)cc1 | -14% | 0.1% | 8% | i | 0.2% | -0.3% | -5% | 7 | 2 | 0.5%
CC1CN(C(=O)c2cc3c(=O)n4ccccc4nc3s2)CC(C)O1 (stereo not drawn) | -3.2% | -1.4% | 8% | i | 0.1% | 0.7% | -4% | 20 | 10 | 0.4%
C/C(N)=C(/C#N)C(=O)COC(=O)c1cccc(O)c1 | -1.7% | 0.3% | 24% | i | 0.1% | -0.8% | -2% | 14 | 1 | -0.7%
CCC(=O)N(CCC(Cc1ccccc1)c1ccco1)Cc1ccco1 (stereo not drawn) | -7.4% | 7.0% | / | i | -0.1% | 7.6% | -2% | 51 | 26 | -2.0%
Cn1nnnc1SCC(=O)NNC(=O)c1ccc(Br)cc1 | -20% | -1.5% | 9% | i | -0.6% | -1.1% | 5% | -20 | 0 | 0.3%
CCN(CC)CCNC(=O)Cn1ncc2ccccc2c1=O | / | 2.0% | 5% | i | -0.7% | / | -2% | / | / | 0.0%
CNC(=S)N(CCc1c(C)[nH]c2ccc(Cl)cc12)Cc1cc(OC)c(OC)c(OC)c1 | -7.8% | 0.1% | 16% | / | -0.3% | -1.7% | 1% | 5 | -18 | /
Cc1[nH]n(-c2ccccc2)c(=O)c1C=Nc1cccc2cccnc12 | -8.1% | 3.4% | 4% | i | 0.7%[50 µM] | -2.6% | 2% | -6 | 8 | -0.9%
CCCC1C2C(=O)N(c3cccc(C)c3)C(=O)C2ON1c1ccccc1 (stereo not drawn) | / | / | 6% | i | 0.3% | / | -1% | / | / | 0.1%
Cc1cccc(OCc2nc3ccccc3c(=O)n2N)c1 | 1.1% | 1.0% | -1% | i | -1.2% | -1.8% | -5% | / | / | 0.1%
Cc1ccc(CNC(=O)c2ccc(N3CCC4(CC3)CC(c3ccccc3)=NO4)c(NC(=O)c3ccc(Cl)c([N+](=O)[O-])c3)c2)cc1 | / | 1.2% | 17% | / | 0.3% | / | -3% | / | / | /
COc1ccc(C(O)c2nccn2C)cc1 (stereo not drawn) | -2.7% | 0.5% | 11% | i | 0.4% | -2.7% | 0% | 3 | 11 | 0.3%
COc1cccc2cc(C(=O)NCc3ccco3)c(=Nc3ccc(C(=O)O)cc3)oc12 | -7.3% | ? | 4% | i | 3.5% | 2.5% | 7% | -11 | -14 | 3.1%
COc1cccc(-n2nnnc2SCC(=O)NC2CCCC2)c1 | -2.5% | 1.8% | 12% | i | 1.8% | -2.7% | 1% | 19 | 3 | -0.6%
Cc1ccc(Nc2nnc(SC(C)C(=O)NCC3CCCO3)s2)cc1C (stereo not drawn) | / | 1.2% | 10% | / | 0.8%[50 µM] | / | 4% | / | / | /
CCCSc1nnc(NC(=O)Nc2ccccc2)s1 | 2.0% | 2.8% | 4% | i | 2.5% | 1.5% | -4% | 0 | 20 | -1.1%
CCSc1nc(N)nc(-c2cccs2)c1C#N | -2.4% | ? | -3% | i | 0.2% | -4.4% | -6% | 8 | 37 | 1.1%

Reprinted from the part before: two entries, then new ones.
SMILES | XIAP displacement | RSV antiviral HEp-2 | Large T inhibition | Yfh1-off respiration | UTI89 phage lysis | CSM14.1 death rescue | NS5 inhibitors | WT yeast gro inh | WT yeast gro inh mutant strain | West Nile virus CPE
CCCSc1nnc(NC(=O)Nc2ccccc2)s1 | 2.0% | 2.8% | 4% | i | 2.5% | 1.5% | -4% | 0 | 20 | -1.1%
CCSc1nc(N)nc(-c2cccs2)c1C#N | -2.4% | ? | -3% | i | 0.2% | -4.4% | -6% | 8 | 37 | 1.1%
COc1cc(C2SC(C)C(=O)N2CCc2ccccc2)cc(OC)c1OC (stereo not drawn) | -6.2% | 1.1% | -6% | i | 0.0% | -0.8% | -4% | 1 | -7 | 0.3%
O=C(Nc1ccc(F)cc1)C(Cc1ccccc1)n1cccc1 (stereo not drawn) | / | 0.1% | 10% | i | -0.3%[50 µM] | / | -11% | / | / | -0.2%
COc1ccc(N2CCN(S(=O)(=O)c3cccs3)CC2)cc1 | 0.7% | 4.9% | 21% | i | -0.1% | -1.5% | -7% | 15 | 11 | -0.1%
COc1cc2[nH]c3c(=O)n4c(nc3c2cc1OC)SCCC4 | -16% | 4.0% | 8% | i | -1.6% | -2.3% | 7% | -13 | -8 | 3.0%
COc1ccc(C(=O)OCC2CC(c3ccccc3)=NO2)cc1OC (stereo not drawn) | -6.1% | 1.1% | 10% | i | 0.2% | -1.3% | -13% | 5 | 12 | 0.5%
CC(C)C1CC(CCN)(Cc2ccccc2)CCO1 (stereo not drawn) | -6.7% | -1.4% | 18% | i | / | -3.0% | / | -4 | 5 | 0.3%
c1ccc(-n2ncc3c(NCc4cccs4)ncnc32)cc1 | -5.7% | 5.7% | -5% | i | -0.1% | / | -4% | 2 | 11 | 1.4%
Cc1cccc(Nc2ncnc(N)c2[N+](=O)[O-])n1 | -1.6% | 14% | 10% | i | 0.3% | -0.1% | 1% | -12 | 11 | -0.5%
COCCNCCCOc1ccc(Cl)cc1Br | -2.1% | 0.2% | 6% | i | -0.1% | -1.8% | -4% | 20 | -12 | -0.1%
CCC1CCCCN1Cc1ccc(OC)c(C)c1C (stereo not drawn) | -1.7% | -1.6% | 3% | i | 0.4% | -1.2% | -4% | -3 | 4 | -0.8%
CCCCCCNc1cc2n(c(=O)n1)CCc1cc(OC)c(OC)cc1-2 | 0.0% | -1.6% | 14% | i | -1.2% | 9.3% | -5% | 8 | 5 | 0.2%
O=C(NC1CCS(=O)(=O)C1)C1CCCC1 (stereo not drawn) | / | -0.7% | 10% | / | 1.4%[50 µM] | / | 3% | / | / | /
CC(C)CC(=O)N1CCC(O)(CS(=O)(=O)Cc2ccc(Cl)cc2)CC1 | -3.4% | -0.4% | 2% | i | 0.2% | 0.6% | -12% | 8 | 3 | -0.1%
Cn1c(=O)oc2cc(S(=O)(=O)N3CCCC(C(=O)Nc4nccs4)C3)ccc21 (stereo not drawn) | -0.3% | 0.6% | 15% | / | -0.3% | -1.1% | -1% | 9 | 4 | /
O=C1N(CC(=O)N2CCc3ccccc32)CCN1Cc1ccccc1Cl | -5.9% | 7.4% | 7% | i | 7.3% | -0.1% | -3% | 13 | 28 | -0.4%
COc1ccc(CNC(=O)/C=C/c2ccc(OCCCF)cc2)cc1OC | 0.3% | 1.6% | 3% | i | 0.2% | -0.7% | -1% | -64 | -6 | -0.3%
O=C(OCCC1Oc2cccnc2NC1=O)c1ccc(Cl)cc1 (stereo not drawn) | -7.6% | 3.4% | 2% | i | 0.0% | -0.5% | -5% | 0 | 2 | 0.0%
COc1ccc(-n2c(C)n[nH]c2=O)cc1OC | -1.0% | 1.6% | 1% | i | -0.8% | -3.9% | 3% | -4 | -4 | 0.2%
Nc1cc(-c2ccc(Br)cc2)[nH]n1 | -3.4% | 3.7% | 9% | ? | -0.8% | -3.0% | 7% | 12 | 15 | -1.0%
CCOC(=O)C1=C(CN2CCOCC2)NC(=O)NC1c1cccc([N+](=O)[O-])c1 (stereo not drawn) | -0.7% | 0.9% | 11% | i | 1.3%[50 µM] | 0.4% | -6% | -4 | 20 | -0.1%
Cc1ccc(O)c(/C=N/NC(=O)Cc2ccc(Cl)cc2)c1 | / | 7.0% | 29% | / | 0.2% | / | -6% | / | / | 0.1%
COCCNC(=S)N(CCO)Cc1cc2cc3c(cc2[nH]c1=O)OCO3 | / | 1.4% | 25% | / | 0.1% | / | -3% | / | / | 0.9%
COCCn1c(=S)[nH]c2ccccc21 | -4.8% | 2.3% | -2% | i | 0.2% | 0.0% | 5% | -2 | -2 | 0.7%
CCC1(c2ccc(F)cc2)NC(=O)N(CC(=O)Nc2cccnc2Cl)C1=O (stereo not drawn) | / | 0.4% | 18% | / | -0.8% | / | -2% | / | / | /
CCOC(=O)N1CCN(S(=O)(=O)c2cc(OCC(N)=O)c(C)cc2Cl)CC1 | -3.9% | 0.7% | -25% | i | 0.5% | -0.1% | -2% | 24 | 28 | 0.2%
Cc1nc(C)c(-c2ccc(SCc3ccc([N+](=O)[O-])cc3)nn2)s1 | / | ? | -7% | / | 0.3% | / | -1% | / | / | -0.3%
Cc1ccc(CNC(C)(C)CO)cc1 | -6.6% | 1.6% | 1% | i | 3.3% | 0.1% | -1% | 14 | -2 | -0.2%
Cc1ccc2c(c1)cc(CN(Cc1ccc3c(c1)OCO3)C(=O)c1cnccn1)c1nnnn12 | -2.6% | 2.5% | -6% | i | 1.4% | 3.9% | -7% | 17 | -10 | -0.2%
Cc1cc(NC(=O)CCC(=O)N(c2ccccc2)C2(C(=O)NC3CCCCC3)CCCC2)no1 | -4.2% | -0.9% | 3% | / | -2.1% | 0.8% | -3% | 6 | -10 | /
NNc1nc2ccc(Cl)cc2s1 | -12% | -0.3% | 8% | i | -1.8%[50 µM] | -2.2% | 1% | 36 | 7 | -0.8%
CC(C)/C=N\NC(=O)CCCCC(=O)N/N=C/C(C)C | -1.8% | 1.0% | 11% | i | 0.1% | -0.6% | -2% | 1 | 9 | -0.1%
CC1(C)CC2(C)OC(=N)C1(C#N)C2(C#N)C#N (stereo not drawn) | / | -0.8% | 7% | i | -0.5% | / | -8% | / | / | 0.7%
O=C1O[C@H]([C@@H](O)CO)C(O)=C1O | / | -0.3% | 9% | / | 0.9% | / | 4% | / | / | /
COc1ccc(C(C(=O)NC2CCCC2)N(Cc2cccnc2)C(=O)Cc2cccs2)c(OC)c1 (stereo not drawn) | / | 0.4% | 11% | / | -0.1% | / | -1% | / | / | -0.3%
COc1ccc(OC)c(CNC(=O)c2nn(C)c3c2CS(=O)(=O)c2ccccc2-3)c1 | / | 1.5% | 3% | / | 2.5% | / | -3% | / | / | -0.1%
CCC(CC)NC(=O)c1cccc([N+](=O)[O-])c1C | -1.9% | 0.6% | 10% | i | -6.7% | -1.2% | -3% | 1 | 10 | -0.9%

Hits appear at their usual frequency (roughly 2.2% active in at least one column).
